GALR2 antag: blocks the human galanin receptor 2 | actives 0.39% (n = 140,000) | GALR2-expressing cells, antagonist mode | O43603 | inhibition, % at 4 µM; in the data active = inhibition above about 27%;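 also: cells stimulated with galanin 1-16 at roughly its EC80; 0% = agonist challenge control and 100% = basal control without agonist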
Target sequence (O43603 whole entry, looked up): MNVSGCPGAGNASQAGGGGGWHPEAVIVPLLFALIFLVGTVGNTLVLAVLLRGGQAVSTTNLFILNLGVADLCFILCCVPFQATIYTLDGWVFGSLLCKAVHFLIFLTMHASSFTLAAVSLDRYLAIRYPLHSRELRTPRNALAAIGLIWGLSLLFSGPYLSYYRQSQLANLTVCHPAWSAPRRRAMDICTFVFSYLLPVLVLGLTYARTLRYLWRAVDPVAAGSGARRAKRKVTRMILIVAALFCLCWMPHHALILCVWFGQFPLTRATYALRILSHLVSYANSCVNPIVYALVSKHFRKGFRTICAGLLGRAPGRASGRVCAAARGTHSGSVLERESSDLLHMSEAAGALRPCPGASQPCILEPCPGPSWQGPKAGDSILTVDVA
PTEN del growth: suppresses growth of cells with PTEN deletion; AID 827; HCT116 PTEN-null viability, CellTiter-Glo, 60 h; active compounds read low; viability, % at 10 µM; actives 1.2% (n = 140,000);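 active = viability at or below a set limit, 4 SD under the median of all tested compounds, cut at about 3.7% in these data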;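 also: PTEN knockout HCT116 line with beta catenin targeted HCT116 as companion control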
Yeast life ext: yeast lifespan extension. S. cerevisiae growth with nicotinamide, OD615; deaD strain in restrictive glucose medium. inhibition of the nicotinamide effect, % at 10 µM. actives 0.68% (n = 130,000);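 active = inhibition above a set limit, placed 3 SD over the median of all compounds, cut at about 26% in these data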;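 also: 0% = nicotinamide-treated wells and 100% = cells grown without nicotinamide; some compounds called inactive have numbers as strong as hits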
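Assay system: engineered S. cerevisiae DeaD replicative-lifespan strain, galactose-grown log-phase cells; Buffer or medium: CSMM-D glucose medium, restrictive; Probe or stimulus: nicotinamide 1.5 mM; Compound: single dose 10 µM compound, 0.25% DMSO; Schedule: 4 h preincubation then 48 h treatment at 30 °C; Technique: OD615 measurement.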
Phagocyt inh: blocks phagocytosis by macrophages. actives 0.07% (n = 110,000). AID 1029. J774A.1 macrophage IgG-bead phagocytosis, imaging. inhibition, % at 5 µM;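 active = inhibition above the mean of the plate negative controls plus 5 SD, cut at about 13% in these data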;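 also: phagocytic index as fraction of beads internalized from green versus red external bead signal; plate controls were DMSO negative control for no effect and cytochalasin-D positive control for full effect; some results beyond the cut were filed as inactive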
MRP1 act: MRP-1 activation; H69AR cells + doxorubicin, viability rescue, CellTiter-Glo; viability increase, % at 10 µM; actives 0.61% (n = 140,000);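 active = viability gain under doxorubicin at or above a set limit, the compound median plus 3 SD, cut at about 4.7% in these data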;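 also: MRP-1 overexpressing cells given doxorubicin 25 µM after compound pretreatment; 18-22 h compound pretreatment then 72 h with doxorubicin before readout; 0% = doxorubicin-only wells and 100% = vehicle-treated cells without doxorubicin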
bCat KO growth: beta-catenin-lacking colon tumor cell growth suppression. HCT116 beta-catenin knockout viability, CellTiter-Glo, 60 h; active compounds read low. actives 1.5% (n = 140,000). viability, % at 10 µM;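 active = viability at or under a set limit, the compound median less 4 SD, cut at about 6% in these data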;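 also: 0% = Hyamine 1622 control at 20 µM and 100% = untreated cell control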
Yeast growth inh: chemicals that inhibit yeast BB579 growth in restrictive medium (lifespan-shortening candidates); inhibition, % at 10 µM; S. cerevisiae BB579 growth, OD615, 48 h; actives 0.51% (n = 140,000); AID 804;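 active = inhibition above a set limit, 3 SD over the mean compound inhibition, cut at about 44% in these data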; also: inactives centre near -24
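System: Saccharomyces cerevisiae DeaD strain BB579, replicative lifespan model yeast | Buffer or medium: Restrictive glucose-based CSMM-D medium | Times: 4 h preincubation and 48 h exposure at 30 °C | Detection: OD615 turbidity measurement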
Measles CPE: protection of cells from measles virus; protection (pct of control), % at 4 µM; actives 1.5% (n = 140,000); Measles virus-infected cells, CPE protection, absorbance; AID 841; in the data active = protection mostly above about 24%, no sharp cut-off; inactive = mostly below about 26%; also: some compounds called inactive have numbers as strong as hits
NPY-Y2 antag: NPY-Y2 (human) receptor antagonism; actives 0.99% (n = 140,000); AID 793; NPY-Y2 expressing cells, antagonist mode; inhibition, % at 2.7 µM; P49146; in the data active = inhibition above about 17%;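 also: 0% = vehicle with agonist challenge and 100% = reference antagonist with challenge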
Target sequence (P49146 whole entry, looked up): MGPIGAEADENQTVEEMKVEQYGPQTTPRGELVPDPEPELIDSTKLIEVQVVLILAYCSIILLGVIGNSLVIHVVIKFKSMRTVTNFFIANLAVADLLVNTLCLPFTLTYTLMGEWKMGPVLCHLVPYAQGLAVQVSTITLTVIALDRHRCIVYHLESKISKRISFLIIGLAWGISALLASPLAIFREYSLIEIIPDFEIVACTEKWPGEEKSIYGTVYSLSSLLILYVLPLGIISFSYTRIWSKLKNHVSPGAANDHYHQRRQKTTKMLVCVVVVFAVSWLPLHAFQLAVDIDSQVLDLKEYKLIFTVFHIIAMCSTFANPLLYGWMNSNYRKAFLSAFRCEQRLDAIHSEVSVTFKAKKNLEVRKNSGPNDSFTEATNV
E-sel TNF inh: blocks E-selectin expression induced by TNF alpha; actives 0.71% (n = 120,000); inhibition, % at 2 µM; HUVEC TNFa-induced E-selectin immunofluorescence, high content;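 active = inhibition above the batch mean plus 3 SD, and confirmed as a hit on visual image review, cut at about 43% in these data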;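 also: 0% = TNF-stimulated DMSO wells and 100% = unstimulated control wells; not every result past the cut was called active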
Active calls of the source: *; x = no result given.

SMILES | GALR2 antag | PTEN del growth | Yeast life ext | Phagocyt inh | MRP1 act | bCat KO growth | Yeast growth inh | Measles CPE | NPY-Y2 antag | E-sel TNF inh
Cc1ccc(C(c2c(C)[nH][nH]c2=O)c2c(C)[nH][nH]c2=O)cc1[N+](=O)[O-] | 5 | 96 | 1 | -6 | 2.1 | 90 | 0 | 9 | 1 | 2
COc1ccc(C(=O)Nc2cc(Cl)ccc2OC(=O)c2ccc(OC)cc2)cc1 | 7 | 77 | -15 | 0 | -3.3 | 78 | -34 | 4 | 1 | -11
COc1ccc(Cc2nnc(SCc3nc4ccccc4c(=O)[nH]3)o2)cc1 | 15 | 86 | -1 | 0 | -1.9 | 93 | -13 | 5 | 4 | -4
C/C=C/C=C/C(=O)Nc1nccs1 | -4 | 94 | -2 | -14 | -2.7 | 83 | -28 | 26 | 0 | x
Cc1ccc(S(=O)(=O)NNC(=O)c2ccc(O)cc2)cc1 | -12 | 92 | 3 | -8 | -0.9 | 98 | -23 | 15 | 5 | 11
Clc1ccc2c(N/N=C/c3ccccc3Br)ccnc2c1 | 16 | 7 | -8 | -6 | -2.7 | 16 | -24 | 13 | 11 | -18
COc1ccccc1NC(=O)CSc1ccc2nnc(-c3ccncc3)n2n1 | -1 | 88 | 3 | 0 | -3.0 | 91 | -9 | 12 | 5 | x
Cc1nc2c(C#N)c[nH]n2c(=O)c1Cc1ccccc1 | 2 | 97 | 6 | x | -0.3 | 89 | -40 | 13 | 2 | 14
CC(C)NC(=O)c1onc(CSc2ccc(C(C)C)cc2)c1C(=O)O | 3 | 93 | 0 | x | -1.4 | 87 | -51 | 14 | 11 | 1
CCOC(=O)CNc1c(N2CCN(c3ccccn3)CC2)c(=O)c1=O | -11 | 111 | 0 | 0 | -1.0 | 100 | -2 | 16 | 3 | 7
COc1ccccc1-n1nc(C(=O)O)c2ccccc2c1=O | 10 | 104 | -13 | x | -0.7 | 96 | 5 | 15 | 9 | x
N#Cc1cc2c(nc1SCC(O)CS(=O)(=O)Cc1ccc(Cl)cc1)CCCC2 (centres undefined) | -2 | 68 | 1 | 0 | 0.1 | 77 | -27 | 7 | 7 | -6

Some of these compounds in order of their number in E-sel TNF inh, lowest first:
| compound | E-sel TNF inh |
| --- | --- |
| Clc1ccc2c(N/N=C/c3ccccc3Br)ccnc2c1 | -18 |
| N#Cc1cc2c(nc1SCC(O)CS(=O)(=O)Cc1ccc(Cl)cc1)CCCC2 (centres undefined) | -6 |
| CC(C)NC(=O)c1onc(CSc2ccc(C(C)C)cc2)c1C(=O)O | 1 |

More entries follow:
SMILES | GALR2 antag | PTEN del growth | Yeast life ext | Phagocyt inh | MRP1 act | bCat KO growth | Yeast growth inh | Measles CPE | NPY-Y2 antag | E-sel TNF inh
Cc1c(N=Cc2nc3ccccc3[nH]2)c(=O)n(-c2ccccc2)n1C | 13 | 91 | 4 | 1 | -1.3 | 85 | -73 | 6 | 2 | x
CCn1c2ccccc2c2cc(NC(=O)C(C)Oc3ccccc3)ccc21 (centres undefined) | 5 | 87 | -15 | x | -0.5 | 101 | -5 | 1 | 4 | 23
N/C(Cc1cccs1)=N\OC(=O)COc1ccc(Cl)cc1Cl | -12 | 84 | -15 | 2 | -0.1 | 98 | -36 | 4 | 4 | 4
CC(=O)Nc1ccc(C(=O)Nc2ccc3c(c2)OCO3)cc1 | -16 | 95 | -4 | 0 | -1.3 | 106 | -1 | 12 | -3 | -42
CC(=O)c1ccc(Oc2cc(C)nc(NCc3ccccc3)n2)cc1 | 4 | 92 | -11 | 1 | -0.1 | 98 | -39 | 14 | 3 | 18
c1ccc(COc2ccccc2CNCc2cccnc2)cc1 | 15 | 76 | -4 | 2 | -2.3 | 68 | -6 | 11 | 4 | -28
Cc1oc2c(c1C(=O)NC(Cc1c[nH]c3ccccc13)C(=O)O)CCCC2 (centres undefined) | 5 | 79 | -9 | 0 | -1.3 | 85 | -71 | 2 | 2 | x
O=C(CNC(=O)c1ccco1)N/N=C/c1ccc(O)c([N+](=O)[O-])c1 | -9 | 112 | -5 | -11 | 0.0 | 99 | -22 | 11 | 2 | x
O=C(Nc1ccc(Cl)cc1F)C1CC1 | 11 | 95 | -1 | -6 | 2.5 | 100 | -8 | 30 | 1 | x
O=C(CN1CCN(c2ncc(C(F)(F)F)cc2Cl)CC1)N1CCN(c2ncc(C(F)(F)F)cc2Cl)CC1 | -13 | 47 | -10 | -1 | -0.7 | 24 | -2 | 10 | 3 | 9
CC(=O)/C=N/Nc1ccccc1 | -8 | 101 | -11 | x | 1.5 | 100 | -46 | 37 | 0 | -11
CNC(=O)CCc1[nH]c2ccccc2c1Sc1ccccc1 | -15 | 80 | -7 | 0 | -2.6 | 90 | -35 | 27 | -1 | x
O=c1cc(O)nc2n1CCCS2 | -2 | 97 | -5 | 4 | -1.0 | 93 | -2 | 24 | 0 | x
NNC(=S)NCc1cccnc1 | 12 | 57 | 7 | -6 | -0.6 | 61 | -13 | 6 | 0 | x
NC(=O)c1cccc2c1C(=O)N(C1CCCCC1)C2 | 4 | 82 | 9 | 0 | -0.4 | 90 | -28 | 2 | 1 | x
CCc1nnc(NC(=O)Nc2ccc(OC)cc2)s1 | -15 | 111 | 1 | 0 | 0.1 | 106 | -31 | 3 | 1 | 14
COCCCNC(=O)Cn1cc(C(=O)c2cccs2)c2ccccc21 | 2 | 94 | x | x | -4.1 | 95 | -12 | 36 | 2 | 1
Cc1onc(-c2c(F)cccc2Cl)c1C(=O)OCN1C(=O)c2ccccc2C1=O | 1 | 105 | -17 | -1 | -1.1 | 98 | -14 | 5 | 14 | 14
O=C(NC1c2ccccc2-c2ccccc21)N1CCOCC1 | 3 | 103 | x | 1 | 1.7 | 96 | -19 | 8 | -1 | 13
CC(=O)Nc1c(C)nn(C(C)=O)c1C | -8 | 106 | 3 | -2 | -1.3 | 99 | 18 | 11 | 0 | -12
COc1cc(C(=O)Nc2ccccc2N2CCN(S(C)(=O)=O)CC2)cc(OC)c1OC | 0 | 83 | 3 | 0 | -3.6 | 85 | -7 | 7 | 5 | 4
Cc1cccc(-c2c3c(=O)n(C)c(=O)n(C)c3cn2C(C)(C)C)c1 | 6 | 94 | 5 | 0 | -1.2 | 86 | -37 | 7 | 0 | x
CCCCN(C(=O)c1cnc2n(c1=O)CCS2)c1ccccc1 | 0 | 105 | -2 | -1 | -0.6 | 109 | -20 | 7 | 1 | x
Cc1sc(NC(=O)c2cc(-c3ccccc3)nc3ccccc23)c(C(N)=O)c1C | -3 | 54 | -6 | -4 | -1.4 | 63 | 1 | 6 | -1 | x
Cc1ccc(S(=O)(=O)N(CCC(=O)O)c2ccccc2)cc1 | -9 | 93 | -1 | 5 | -0.6 | 90 | -32 | 5 | -2 | -5
O=c1[nH]c(CN2CCc3ccccc3C2)nc2ccccc12 | -8 | 110 | -8 | 0 | -0.5 | 92 | -47 | 10 | -3 | -23
COc1ccc(/C=C(\C#N)C(=O)c2c(C)[nH]c3ccccc23)cc1OC | 10 | 97 | -7 | 0 | -3.1 | 102 | -23 | 22 | -1 | 6
O=C(NNC1=C(C(=O)C(F)(F)F)CCC1)c1cccc(O)c1 | 7 | 57 | x | x | -0.2 | 56 | -22 | 10 | 2 | -28
CCOC(=O)c1c(C)n(C)c2cc(Br)c(C(=O)OC)cc12 | 8 | 100 | -21 | -1 | -2.7 | 92 | -52 | 11 | 3 | 22
CC(Oc1ccc(Cl)cc1Cl)C(=O)NCCCN(C)C (centres undefined) | 2 | 101 | -10 | -1 | 1.1 | 97 | -14 | 7 | 1 | -5
CCOC(=O)c1sc(NC(=O)c2ccc(S(=O)(=O)N(CC)CC)cc2)nc1C | -18 | 73 | -16 | 3 | -0.1 | 70 | -34 | 22 | 0 | 42
COC(=O)C1CCN(S(=O)(=O)c2ccc(NC(C)=O)cc2)CC1 | -9 | 98 | 0 | -1 | -0.7 | 99 | -63 | 20 | 2 | 23
Cc1c(C(=O)Nc2cccc([N+](=O)[O-])c2)csc1-c1ccccc1 | 6 | 81 | -5 | x | -1.6 | 74 | -23 | 18 | -1 | 4
Cc1nn(-c2ccccc2)c2ncc(C(=O)c3cc(Cl)ccc3O)cc12 | 11 | 89 | -7 | -1 | -2.1 | 86 | -28 | 18 | 9 | -3
CCOC(CNC(=O)c1cc(C)nn1-c1ccccc1)OCC | -10 | 103 | 6 | -3 | -0.1 | 100 | -47 | 13 | 3 | -7
O=C(Nc1cccc(-c2nnc(-c3ccccc3)o2)c1)C1CCCCC1 | -5 | 23 | x | x | -0.2 | 61 | -15 | 15 | 4 | -5
O=C(CSc1ncn[nH]1)N1N=C2/C(=C/c3ccccc3)CCCC2C1c1ccccc1 (centres undefined) | 1 | 56 | -4 | -10 | 2.5 | 70 | -54 | 1 | 3 | -14
COc1ccc(F)cc1S(=O)(=O)NC(Cc1ccccc1)C(N)=O (centres undefined) | 2 | 95 | -23 | x | -2.4 | 96 | -37 | 2 | -1 | 9
COc1ccc(S(=O)(=O)NCCSCc2ccco2)cc1Cl | -6 | 100 | 2 | 0 | -1.9 | 93 | -5 | 9 | 9 | -24
C(=N\c1ncnc2sccc12)/NOCc1ccccc1 | 0 | 85 | -3 | 0 | -2.4 | 89 | 70* | 3 | -1 | -1
COc1ccc(OC)c(S(=O)(=O)Nc2ccc(C)c(C)c2)c1 | 7 | 79 | -11 | 0 | 0.2 | 82 | 5 | 3 | -1 | -20
Nn1c(=O)c2ccccc2n2c(SCc3ccc(C(F)(F)F)cc3)nnc12 | -10 | 76 | -11 | -1 | 2.0 | 82 | -13 | 5 | 4 | 33
CC1=NOC(=O)/C1=C\c1ccc(-c2cccc(Cl)c2)o1 | 3 | 3.7* | 28 | x | -5.4 | 1.1* | 8 | -1 | 4 | 6
CC1CCN(c2ccccc2NC(=O)c2ccc(N3CCOCC3)c([N+](=O)[O-])c2)CC1 | 4 | 94 | -13 | 0 | -1.8 | 85 | -58 | 7 | 2 | -18
O=C(COc1ccccc1)N1CCN(C(=O)c2cccs2)CC1 | -4 | 95 | -5 | -1 | -1.9 | 97 | -48 | 1 | 1 | -17
CCOc1c2ccc(C(=O)NC3CCCc4ccccc43)cc2nn1CC (centres undefined) | 7 | 88 | -11 | -1 | -0.2 | 81 | -49 | 13 | -1 | x
CCOc1cc(C(=O)NC(C)c2ccncc2)cc(OCC)c1OCC (centres undefined) | -5 | 95 | -5 | -1 | -2.0 | 86 | -2 | 3 | 0 | -31
COC(=O)c1sccc1NC(=O)c1ccc(OC)cc1 | 2 | 88 | -23 | -1 | -3.3 | 81 | -59 | 3 | 4 | 0
CCOCCCNC(=O)Cn1cc2c(n1)CCCCC2 | 4 | 105 | 1 | 0 | -1.2 | 93 | -28 | 13 | 2 | x
O=C(NNC(=S)Nc1cccc(C(F)(F)F)c1)c1ccc(Cl)cc1Cl | -13 | 84 | -1 | -2 | 1.2 | 89 | -15 | 23 | 8 | x
CCn1c(SCC(N)=O)nc2ccccc2c1=O | 6 | 105 | -2 | 2 | -1.7 | 103 | -17 | 5 | 2 | 5

Assay outcomes (PubChem BioAssay)
